Bioassay records as filed in PubChem.
YAP1 CTGF inhibition: YAP1 pathway inhibitors via CTGF transcript, primary screen, DLD1 colon cancer cells, RT-qPCR, single point (AID 743449). DLD1 CTGF mRNA qPCR, 24 h; hits give high values. inhibition, % at 12.5 µM. 0.9% of 9,900 active;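 active means mean normalized replicate activity at least 50 and at least half of replicates each reaching 50; inconclusive means only one of the two criteria met; inactive means neither criterion met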;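 further: 0% = neutral control wells and 100% = dasatinib control wells; higher means stronger suppression of CTGF expression like dasatinib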
Pax4 gene expression: activators of Pax4 gene expression, primary screen, RT-PCR, mouse alpha TC1 cells, single point (AID 1053180). mouse alpha TC1 cells, Pax4 mRNA qPCR, 6 days; hits give high values; 100% = Pax4 plasmid added at qPCR. activation, % at 10 µM. 0.2% of 9,600 active;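 active means highest normalized replicate activity of 15 or more, or at least half the replicates reach 15 or more; inactive means neither condition met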;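 further: pax4 Ct normalized to GAPDH with activation seen as lower delta delta Ct; plate controls were plate neutral control wells for no effect and Pax4 plasmid positive control for full effect; each compound tested in two replicate wells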
The depositor's hits bear a star; i = inactive; ? = inconclusive; & = joins results of further samples; ! = a repeat was not active. These rows are one share of the data (hit frequency here may not be typical).

item	SMILES	Pax4 gene expression	YAP1 CTGF inhibition
1	C[C@@H]1CCCCO[C@H](CN(C)Cc2ccc(Cl)c(Cl)c2)[C@@H](C)CN([C@H](C)CO)C(=O)c2cc(NC(=O)CCCCCC(=O)Nc3ccccc3N)ccc2O1	0.0	-92
2	O=C(O)C[C@H]1CC[C@@H]2[C@H](COC[C@@H](O)CN2S(=O)(=O)c2ccc(Oc3ccccc3)cc2)O1	0.0	-11
3	COc1cccc(CNC(=O)[C@H]2[C@H](CO)[C@H]3Cn4c(ccc(C5=CCCC5)c4=O)[C@@H]2N3)c1	0.0	21
4	CS(=O)(=O)N1[C@@H](C#N)[C@H](c2ccc(C#Cc3cccc(F)c3)cc2)[C@@H]1CO	0.0	-161
5	CO[C@H]1CN(C)C(=O)c2cc(NC(=O)Nc3cccc(Cl)c3)ccc2OC[C@@H](C)N(C(=O)Nc2c(C)noc2C)C[C@H]1C	0.0	6
6	N#Cc1cccc(-c2ccc(C3[C@@H]4CN(C(=O)Nc5ccc(C(F)(F)F)cc5)C[C@H]3N4)cc2)c1 (stereo not given in full)	8.4*!	5&-59
7	COc1ccc(C#Cc2ccc([C@@H]3[C@H]4CN(C(=O)c5ccc(F)cc5)CC(=O)N4[C@H]3CO)cc2)cc1	0.0	-50
8	C[C@H](CO)N1C[C@H](C)[C@@H](CN(C)C(=O)Nc2ccc(C(F)(F)F)cc2)Oc2ncc(C3=CCCC3)cc2C1=O	0.2	-40
9	CCS(=O)(=O)N1CC2(CN(Cc3cc(F)ccc3F)[C@H](CO)c3c2c2ccc(OC)cc2n3C)C1	0.0	-21
10	C[C@H](CO)N1C[C@H](C)[C@H](CN(C)C(=O)CCC(F)(F)F)OCCCC[C@H](C)Oc2ccc(NC(=O)C3CCCCC3)cc2C1=O	0.0	6
11	O=C(Nc1ccc(F)cc1)N1CC(=O)N2[C@H](CO)[C@H](c3ccc(C4=CCCC4)cc3)[C@H]2C1	0.0	5
12	C[C@H](CO)N1C[C@H](C)[C@H](CN(C)C(=O)Nc2ccc3c(c2)OCO3)Oc2ccc(NC(=O)Cn3cnnn3)cc2C1=O	0.0	-15
13	CO[C@H]1CN(C)C(=O)c2cc(NS(=O)(=O)c3cccc(Cl)c3)ccc2OC[C@@H](C)NC[C@H]1C	0.0	5
14	CC(C)(C)S(=O)N1Cc2cc(C(=O)NCCCN3CCOCC3)nc(-c3cccc(-c4cccc(F)c4)c3)c2[C@H]1CCO (stereo not given in full)	0.0	22
15	C[C@H](CO)N1C[C@H](C)[C@@H](CN(C)C(=O)Nc2cccc(Oc3ccccn3)c2)OCc2cnnn2CCCC1=O	0.0	-51
16	CNC[C@H]1OCCCC[C@@H](C)Oc2ccc(N)cc2C(=O)N([C@@H](C)CO)C[C@H]1C	0.0	-17
17	C[C@H](NC(=O)C[C@H]1CC[C@@H]2[C@H](COC[C@H](O)CN2Cc2ccc(C(F)(F)F)cc2)O1)c1ccccc1	0.0	23
18	COCC(=O)N1CC(=O)N2[C@H](CO)[C@@H](c3ccc(-c4ccccc4F)cc3)[C@H]2C1	0.0	16
19	CC(C)NC(=O)N1CC(=O)N2[C@@H](CO)[C@H](c3ccc(/C=C/c4ccccc4)cc3)[C@@H]2C1	0.0	14
20	C[C@@H]1CN([C@H](C)CO)C(=O)c2ccccc2-c2ccccc2CO[C@H]1CN(C)C(=O)Nc1cccc(Cl)c1Cl	0.0	39

One compound at a time (already shown). Order of values: Pax4 gene expression, YAP1 CTGF inhibition
CC(C)(C)S(=O)N1Cc2cc(C(=O)NCCCN3CCOCC3)nc(-c3cccc(-c4cccc(F)c4)c3)c2[C@H]1CCO (stereo not given in full) reads 0.0, 22
C[C@H](CO)N1C[C@H](C)[C@H](CN(C)C(=O)Nc2ccc3c(c2)OCO3)Oc2ccc(NC(=O)Cn3cnnn3)cc2C1=O reads 0.0, -15
C[C@H](NC(=O)C[C@H]1CC[C@@H]2[C@H](COC[C@H](O)CN2Cc2ccc(C(F)(F)F)cc2)O1)c1ccccc1 reads 0.0, 23

Next section.
item	SMILES	Pax4 gene expression	YAP1 CTGF inhibition
21	COc1cccc(CNC(=O)C[C@@H]2CC[C@@H]3[C@H](COc4ccc(NC(=O)c5cccs5)cc4C(=O)N3C)O2)c1	0.0	2
22	CCCNC(=O)N1[C@H](CO)[C@@H](c2ccccc2-c2cccc(C)c2)[C@@H]1C#N	0.0	10
23	C[C@H]1CC=CC[C@H](c2ccc(F)cc2)NC(=O)[C@H](Cc2ccccc2)N(C)C(=O)c2ccccc2O1 (mixture of isomers)	0.2	-4
24	CO[C@H](CN(C)CC1CCOCC1)[C@@H](C)CN(C(=O)Nc1ccc(F)cc1)[C@@H](C)CO	0.0	-30
25	CN1C(=O)c2cc(NC(=O)CC(F)(F)F)ccc2OC[C@H]2O[C@@H](CC(=O)NC3CCC3)CC[C@@H]21	0.0	-31
26	CCCNC(=O)N(C)C[C@@H]1Oc2ncc(C#CC3CCCCC3)cc2C(=O)N([C@@H](C)CO)C[C@@H]1C	0.1	35
27	C/C=C/c1ccccc1[C@@H]1[C@@H](C#N)N(C(=O)NC2CCCCC2)[C@H]1CO	0.0	15
28	CC=Cc1ccc2n(c1=O)C[C@@H]1[C@@H](CO)[C@H](C(=O)NCC)N(Cc3cccc(F)c3)[C@H]21 (mixture of isomers)	0.0	-5
29	COc1ccccc1C(=O)Nc1ccc2c(c1)C(=O)N(C)C[C@H](OC)[C@@H](C)CN(C(C)=O)[C@@H](C)CO2	0.0	64*
30	O=C(Nc1cc(F)ccc1F)N1CC(=O)N2[C@H](CO)[C@@H](c3ccc(/C=C/c4ccccc4)cc3)[C@H]2C1	0.0	28
31	COc1ccc2c3c([nH]c2c1)[C@H](CO)N(C)CC31CCN(C(=O)c2ccccn2)CC1	0.0	3
32	CO[C@@H]1CC[C@H]2CCOc3ccc(C#N)cc3C(=O)N(C)C[C@@H](c3ccccc3)CC(=O)N(C)C[C@H]1O2	0.0	0
33	C/C=C/c1ccc([C@@H]2[C@@H](CN(CC)C(=O)CN(C)C)N(C(C)=O)[C@H]2CO)cc1	0.0	?
34	CC(C)CC#Cc1ccc([C@H]2[C@@H](CO)N3C(=O)CN(C(=O)c4ccccn4)C[C@@H]23)cc1	0.0	23
35	COc1ccc(NC(=O)N(C)C[C@@H]2OCCCC[C@@H](C)Oc3ccc(NC(=O)c4ccncc4)cc3C(=O)N([C@H](C)CO)C[C@H]2C)cc1	0.0	15
36	COc1ccccc1-c1ccccc1[C@H]1[C@@H](CO)N(C(=O)CN(C)C)[C@H]1C#N	0.0	9
37	C[C@@H]1CN([C@H](C)CO)C(=O)c2cc(C#Cc3ccccc3)cnc2O[C@H]1CN(C)C(=O)c1ccccc1	0.0	33
38	O=C(c1ccc(F)cc1)N1CC(=O)N2[C@H](CO)[C@@H](c3ccc(C#CCC4CCCC4)cc3)[C@@H]2C1	0.0	1
39	C[C@H]1CN([C@@H](C)CO)C(=O)CCCn2nncc2CO[C@H]1CN(C)Cc1ccc2cccnc2c1	0.0	-2
40	C[C@@H]1CN([C@@H](C)CO)C(=O)Cc2cc(N(C)C)ccc2O[C@H]1CN(C)Cc1ccc(-c2ccccc2)cc1	0.0	-5
41	COc1ccc(CNC(=O)C[C@@H]2CC[C@H](NC(=O)CN(C)C)[C@@H](CO)O2)cc1	0.0	?
42	CN(C)CC(=O)N1[C@H](CO)[C@H](c2ccc(-c3cccc(C(=O)N(C)C)c3)cc2)[C@@H]1C#N	0.0	2
43	O=C(Nc1ccc(F)cc1)N1C[C@H]2[C@@H](c3ccccc31)[C@@H](CO)N2Cc1ccccc1Cl	0.0	-8
44	CC(=O)N1[C@@H](CO)[C@H](c2ccccc2)[C@@H]1CN(C)S(=O)(=O)c1ccccc1	0.0	24
45	COc1ccc([C@H]2C/C=C\C[C@@H](c3cccc(Cl)c3)NC(=O)[C@H](c3ccccc3)CC(=O)N2)c(OC)c1	0.1	-4
46	COc1ccccc1NC(=O)N1C[C@H](O)COC[C@H]2O[C@@H](CC(=O)N3CCC(Cc4ccccc4)CC3)CC[C@@H]21	0.0	17
47	O=C(C[C@@H]1C[C@@H]2c3cc(NC(=O)CC4CC4)ccc3O[C@@H]2[C@H](CO)O1)NCC1CC1	0.0	-2
48	C[C@H](CO)N1C[C@H](C)[C@@H](CN(C)C(=O)NC2CCCCC2)Oc2ccc(N(C)C)cc2CC1=O	0.0	-4
49	O=C(O)C[C@H]1C[C@@H]2c3cc(NC(=O)Nc4ccc(C(F)(F)F)cc4)ccc3O[C@@H]2[C@@H](CO)O1	0.0	-47
50	CCCNC(=O)N1[C@H](CO)[C@@H](c2ccccc2C2=CCCCC2)[C@@H]1C#N	0.0	-7

Some of the entries so far, field by field.
25) CN1C(=O)c2cc(NC(=O)CC(F)(F)F)ccc2OC[C@H]2O[C@@H](CC(=O)NC3CCC3)CC[C@@H]21
  Pax4 gene expression: 0.0; YAP1 CTGF inhibition: -31

26) CCCNC(=O)N(C)C[C@@H]1Oc2ncc(C#CC3CCCCC3)cc2C(=O)N([C@@H](C)CO)C[C@@H]1C
  Pax4 gene expression: 0.1; YAP1 CTGF inhibition: 35

11) O=C(Nc1ccc(F)cc1)N1CC(=O)N2[C@H](CO)[C@H](c3ccc(C4=CCCC4)cc3)[C@H]2C1
  Pax4 gene expression: 0.0; YAP1 CTGF inhibition: 5

(list continues)
item	SMILES	Pax4 gene expression	YAP1 CTGF inhibition
51	CO[C@H]1CC[C@@H]2CCOc3c(C#N)cccc3C(=O)N(C)C[C@H](c3ccccc3)CC(=O)N(C)C[C@@H]1O2	0.0	1
52	C[C@H]1CN([C@@H](C)CO)C(=O)c2cc(N(C)C)ccc2O[C@@H]1CN(C)CC1CCCCC1	0.0	-40
53	CC(C)NC(=O)Nc1ccc2c(c1)C(=O)N([C@@H](C)CO)C[C@@H](C)[C@@H](CN(C)C(=O)C1CCCCC1)OCCCC[C@H](C)O2	0.0	-4
54	COc1ccccc1NC(=O)N1C[C@H](O)COC[C@H]2O[C@@H](CC(=O)NCCc3ccncc3)CC[C@@H]21	0.0	-4
55	C[C@@H]1CN([C@@H](C)CO)C(=O)CCCn2nncc2CO[C@@H]1CN(C)C(=O)c1ccc2ccn(C)c2c1	0.0	15
56	COc1ccc2c3c(n(C)c2c1)[C@H](CO)NCC31CN(C(=O)Nc2ccccc2F)C1	0.0	19
57	CN1c2ccc(Br)cc2[C@H]2[C@H](CCN2C(=O)Nc2cccc(F)c2)[C@H]1CO	0.0	-11
58	O=S(=O)(c1cccs1)N1CCCCN2[C@@H](CO)[C@@H](c3ccc(/C=C/c4ccccc4)cc3)[C@@H]2C1	0.2	13
59	COc1ccc2c3c([nH]c2c1)[C@@H](CO)N(C(=O)C1CCOCC1)CC31CCN(S(C)(=O)=O)CC1	0.0	-14
60	Cc1noc(C)c1NC(=O)N1C[C@@H](O)COC[C@@H]2O[C@@H](CC(=O)N3CCc4ccccc4C3)CC[C@H]21	0.0	20
61	N#C[C@@H]1[C@H](c2ccccc2-c2cccc(F)c2)[C@@H](CO)N1S(=O)(=O)c1cccc(F)c1	0.0	-3
62	C[C@@H]1CN([C@@H](C)CO)C(=O)c2ccccc2-c2ccccc2CO[C@@H]1CN(C)C(=O)Nc1cccc(Cl)c1Cl	0.0	5
63	C[C@H](CO)N1C[C@H](C)[C@@H](CN(C)Cc2ccc(C(=O)Nc3ccccc3N)cc2)OCc2cnnn2CCCC1=O	0.0	-168
64	C[C@H]1CN([C@@H](C)CO)C(=O)CCCn2nncc2CO[C@@H]1CN(C)Cc1ccc2cccnc2c1	0.0	-50
65	C/C=C/c1ccc([C@H]2[C@@H](CO)N3C(=O)CN(S(=O)(=O)c4ccccc4)C[C@H]23)cc1	0.0	24
66	COc1ccc(S(=O)(=O)Nc2ccc3c(c2)CC(=O)N([C@H](C)CO)C[C@H](C)[C@H](CN(C)Cc2ccc(C(=O)Nc4ccccc4N)cc2)O3)cc1	15*	i
67	CCS(=O)(=O)Nc1ccc2c(c1)C(=O)N(C)[C@H]1CC[C@@H](CC(=O)N3CCN(C)CC3)O[C@@H]1CO2	0.0	-19
68	O=C(CC(F)(F)F)N1C[C@@H]2[C@H](c3ccccc31)[C@@H](CO)N2CC1CCOCC1	0.0	-21
69	COc1cccc(-c2ccc3n(c2=O)C[C@H]2[C@H](CO)[C@@H](C(=O)NC4Cc5ccccc5C4)N[C@@H]32)c1	0.0	-39
70	CO[C@H]1CN(C)C(=O)c2ccc(NC(=O)Nc3cc(F)ccc3F)cc2OC[C@H](C)N(C(=O)c2ccccn2)C[C@H]1C	0.0	23
71	Cc1ccc(S(=O)(=O)N2C[C@@H](O)COC[C@H]3O[C@H](CC(=O)NCc4ccc5c(c4)OCO5)CC[C@@H]32)cc1	0.0	-3
72	CCC(=O)N1C[C@H](C)[C@H](OC)CN(C)C(=O)c2ccc(NC(=O)CC(F)(F)F)cc2OC[C@@H]1C	0.0	11
73	Cc1noc(C)c1NC(=O)N(C)C[C@@H]1OCc2cn(nn2)CCCC(=O)N([C@H](C)CO)C[C@@H]1C	0.0	32
74	COc1ccccc1CNC(=O)C[C@@H]1C[C@@H]2c3cc(NC(=O)C4CCC4)ccc3O[C@@H]2[C@H](CO)O1	0.0	27
75	CN(C[C@H]1N[C@@H](CO)[C@@H]1c1ccccc1)C(=O)c1ccccn1	0.0	-5
76	C[C@H]1CCCCO[C@@H](CN(C)Cc2ccc(C(F)(F)F)cc2)[C@@H](C)CN([C@@H](C)CO)C(=O)c2cc(NC(=O)Nc3cccc4ccccc34)ccc2O1	0.1	11
